# Screening data deposited in PubChem by Sanford-Burnham Center for Chemical Genomics.
# HKDC1 inhibitor – inhibitors of human hexokinase HKDC1; Q2TB90; recombinant HKDC1, G6PDH/diaphorase resazurin coupled fluorescence; inhibition, % at 20 µM; hit rate 0.16% among 340,000; AID 493160;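 active = inhibition above about 35% when tested at 20 µM, limit read from the data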;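 note: plate controls were DMSO wells with enzyme for no effect and DMSO wells lacking enzyme for full effect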
#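 Test system: HK5 enzyme. Quantity: 5 µg/mL HK5 final. Reagent: glucose and ATP substrates. Schedule: 90 min reaction incubation at room temperature, dark. Technique: resazurin-to-resorufin fluorescence via G6PDH and diaphorase coupling, 525/613 nm. Control set: DMSO wells with and without enzyme mix.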
# Apaf-1 inh – blocks human Apaf-1 apoptosome activity; reconstituted apoptosome caspase-3 activity, DEVD-Rh110 fluorescence; hit rate 0.71% among 330,000; inhibition, % at 20 µM; active = inhibition of at least 40% at 20 µM;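 note: plate controls were DMSO wells for no effect and DEVD-CHO caspase inhibitor wells for full effect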
# Target sequence (O14727 whole entry, looked up): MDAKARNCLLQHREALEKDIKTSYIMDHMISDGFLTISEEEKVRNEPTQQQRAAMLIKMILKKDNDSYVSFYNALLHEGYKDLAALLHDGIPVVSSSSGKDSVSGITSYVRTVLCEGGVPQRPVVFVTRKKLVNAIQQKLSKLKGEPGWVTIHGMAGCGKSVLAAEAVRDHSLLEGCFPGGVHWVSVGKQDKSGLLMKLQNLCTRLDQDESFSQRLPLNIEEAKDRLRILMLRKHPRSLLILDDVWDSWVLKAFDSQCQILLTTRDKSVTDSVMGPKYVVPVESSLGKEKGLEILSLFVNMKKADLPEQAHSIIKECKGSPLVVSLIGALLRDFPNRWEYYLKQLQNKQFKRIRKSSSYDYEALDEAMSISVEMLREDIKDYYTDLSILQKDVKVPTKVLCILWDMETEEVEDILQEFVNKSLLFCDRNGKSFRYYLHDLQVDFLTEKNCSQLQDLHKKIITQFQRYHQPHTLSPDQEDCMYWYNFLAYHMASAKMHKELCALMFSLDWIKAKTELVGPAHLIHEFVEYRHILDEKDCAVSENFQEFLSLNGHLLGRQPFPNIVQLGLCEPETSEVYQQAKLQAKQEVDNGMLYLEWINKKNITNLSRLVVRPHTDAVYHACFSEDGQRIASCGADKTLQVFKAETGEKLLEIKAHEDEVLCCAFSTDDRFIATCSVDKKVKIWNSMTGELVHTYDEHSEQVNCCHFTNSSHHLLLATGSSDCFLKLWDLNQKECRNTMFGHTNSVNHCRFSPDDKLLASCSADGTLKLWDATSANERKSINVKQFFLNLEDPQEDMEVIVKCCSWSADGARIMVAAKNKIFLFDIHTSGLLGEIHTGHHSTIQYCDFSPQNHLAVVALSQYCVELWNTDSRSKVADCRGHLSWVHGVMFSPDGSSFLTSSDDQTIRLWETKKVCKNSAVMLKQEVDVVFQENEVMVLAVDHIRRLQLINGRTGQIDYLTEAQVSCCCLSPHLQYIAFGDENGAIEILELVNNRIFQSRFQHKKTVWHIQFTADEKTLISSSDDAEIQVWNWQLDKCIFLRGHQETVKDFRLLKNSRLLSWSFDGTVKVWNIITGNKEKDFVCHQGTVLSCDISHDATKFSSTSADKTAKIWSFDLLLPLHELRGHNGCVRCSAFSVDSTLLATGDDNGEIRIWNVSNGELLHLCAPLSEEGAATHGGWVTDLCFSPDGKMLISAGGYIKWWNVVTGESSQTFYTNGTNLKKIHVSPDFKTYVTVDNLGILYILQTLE
#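 Material: cell-free apoptosome with Apaf-1, procaspase-3 and caspase-9; Buffer or medium: Hepes pH 7.5 with detergent and BSA; Reagent: cytochrome c trigger plus (Z-DEVD)2-Rh110 caspase-3 substrate; Times: compound with Apaf-1, dATP, procaspase-3 30 min, then 50 min reaction, room temperature; Technique: Rh110 fluorescence intensity.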
# UBC13 polyUb – human UBC13 polyubiquitination inhibition; P61088; UBC13 polyubiquitin chain formation, TR-FRET; inhibition, % at 20 µM; hit rate 0.47% among 330,000; in the data active = inhibition above about 45%, passing the limit was not always enough; inconclusive = no clear call, values can overlap the other calls
# Gli-Sufu block – antagonists of Gli-Sufu signaling | AID 588413 | inhibition, % at 5 µM | Sufu-KO-LIGHT fibroblasts, Gli luciferase reporter luminescence | hit rate 0.74% among 340,000;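 active = inhibition above about 55%, limit read from the data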;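 note: 0% = DMSO-treated cells and 100% = wells with medium but no cells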
# SENP8 inh – blocks the human protease SENP8; Q96LD8; purified SENP8, Z-RLRGG-aminoluciferin cleavage, luminescence; inhibition, % at 10 µM; hit rate 1.2% among 330,000; AID 2540
# 697 NFkB inh – inhibitors of the PMA/ionomycin-induced NF-kB reporter in 697 B cells | 697 B-cell NF-kB luciferase reporter, 16 h | inhibition, % at 4 µM | hit rate 0.33% among 330,000; in the data active = inhibition above about 35%
# Jurkat NFkB inh – inhibitors of the PMA/ionomycin-induced NF-kB reporter in Jurkat cells; PMA/ionomycin-induced NF-kB luciferase reporter, luminescence; inhibition, % at 4 µM; hit rate 0.53% among 330,000
# SENP7 block – SENP7 protease inhibition; Q9BQF6; hit rate 1.5% among 330,000; AID 434973; inhibition, % at 5 µM; recombinant SENP7, Z-RLRGG-aminoluciferin luminescence, 40 min;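 active = inhibition above about 50% at the single test dose, limit read from the data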;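 note: plate controls were DMSO with enzyme for no effect and no enzyme buffer wells for full effect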
# Numbers without * were called inactive; ? = inconclusive; · = not tested or not shown. Cut-off read from the data, not from the text of the source, unless noted: active = inhibition above about 50%; inactive = the rest.
entry	Molecule	HKDC1 inhibitor	Apaf-1 inh	UBC13 polyUb	Gli-Sufu block	SENP8 inh	697 NFkB inh	Jurkat NFkB inh	SENP7 block
1	COc1ccc(OC)c(NC(=O)c2cc(S(=O)(=O)N3CCCC3)cn2C)c1	0	17	3	9	-5	0	-6	-9
2	O=C(Nc1ccc2nc3n(c(=O)c2c1)CCCCC3)c1cc([N+](=O)[O-])ccc1F	9	6	7	15	-4	-83	29	1
3	CCCOC(=O)c1ccc(Oc2coc3c(CN(CC)CC)c(O)ccc3c2=O)cc1	-9	-1	7	-2	1	-5	-8	2
4	Cc1nc2ccccn2c(=O)c1NC(=O)c1cccc2ccccc12	-7	2	-6	-3	4	15	5	-3
5	O=S(=O)(Cc1ccccc1)NCC1CCCN(Cc2ccc3nonc3c2)C1 (stereo not given)	-5	7	-1	7	-9	-4	9	-7
6	Fc1cccc(Cl)c1/C=N/Nc1c(Cl)cncc1Cl	7	3	-10	-21	-9	-46	-5	-4
7	CC(C)C[C@H](NC(=O)N1CC(=O)Nc2ccccc21)C(=O)N[C@H](Cc1c[nH]c2ccccc12)C(=O)O	-2	5	-17	13	-11	10	-6	7
8	CN(C)CCN=Cc1c(O)n(Cc2ccc3c(c2)OCO3)c(=O)c2ccccc12	-9	3	4	4	-2	-3	-5	10
9	Cc1ccc(S(=O)(=O)N(C)c2ccccc2C(=O)N2CCCC2)cc1	-7	1	-6	-3	-11	-1	-23	-7
10	Cc1ccccc1NC(=O)c1c(C)[nH]c(=S)c(C#N)c1-c1ccco1	-11	-2	42	-5	2	6	0	7

# Two of these compounds, reformatted.
9) Cc1ccc(S(=O)(=O)N(C)c2ccccc2C(=O)N2CCCC2)cc1
10) Cc1ccccc1NC(=O)c1c(C)[nH]c(=S)c(C#N)c1-c1ccco1
Assay by compound,9,10
HKDC1 inhibitor,-7,-11
Apaf-1 inh,1,-2
UBC13 polyUb,-6,42
Gli-Sufu block,-3,-5
SENP8 inh,-11,2
697 NFkB inh,-1,6
Jurkat NFkB inh,-23,0
SENP7 block,-7,7

# More entries.
entry	Molecule	HKDC1 inhibitor	Apaf-1 inh	UBC13 polyUb	Gli-Sufu block	SENP8 inh	697 NFkB inh	Jurkat NFkB inh	SENP7 block
11	CCC(C)NC(=O)C1CCN(S(=O)(=O)c2cccc3nonc23)CC1 (stereo not given)	2	0	4	22	5	2	25	6
12	CCCCNc1ccc(C(=O)O)cc1	-9	-23	-1	-5	7	15	1	-1
13	CCOc1ccc(NC(=O)CN(C)C(=O)c2ccc(N3CCCCC3)c([N+](=O)[O-])c2)cc1OCC	0	33	-4	0	-1	-15	-5	-2
14	Cc1ccc(Cl)cc1NC(=O)C1CC(=O)N(C(C)C)C1 (stereo not given)	-8	-8	7	-2	-6	-1	7	-17
15	COc1cc(OC)cc(C(=O)NCCCN2CCN(CCCNC(=O)c3cc(OC)cc(OC)c3)CC2)c1	6	5	-4	1	-7	11	-2	-3
16	Cc1ccc(N(C(=O)c2ccn[nH]2)C(C(=O)NC2CCCC2)c2cccs2)cc1 (stereo not given)	·	15	-2	·	-4	0	1	-8
17	CCCN1CCC(NC(=O)Cc2cccc(C)c2)CC1	-6	-17	0	-6	-2	-1	8	2
18	c1ccc(-c2nc3cccnc3nc2-c2ccccc2)cc1	1	2	?	-1	-7	-13	-9	8
19	COc1ccc(/C=C2/SC(=S)N(CCC(=O)O)C2=O)cc1	6	-10	-9	27	98*	74*	45	85*
20	COc1cc(/C=N/NC(=O)c2nnn(-c3nonc3N)c2C(C)C)ccc1OCc1ccc(F)cc1	0	16	-10	-17	0	-25	-55	15

# 4 entries from above, as labelled records:
(5) O=S(=O)(Cc1ccccc1)NCC1CCCN(Cc2ccc3nonc3c2)C1 (stereo not given)
  HKDC1 inhibitor: -5; Apaf-1 inh: 7; UBC13 polyUb: -1; Gli-Sufu block: 7; SENP8 inh: -9; 697 NFkB inh: -4; Jurkat NFkB inh: 9; SENP7 block: -7
(6) Fc1cccc(Cl)c1/C=N/Nc1c(Cl)cncc1Cl
  HKDC1 inhibitor: 7; Apaf-1 inh: 3; UBC13 polyUb: -10; Gli-Sufu block: -21; SENP8 inh: -9; 697 NFkB inh: -46; Jurkat NFkB inh: -5; SENP7 block: -4
(7) CC(C)C[C@H](NC(=O)N1CC(=O)Nc2ccccc21)C(=O)N[C@H](Cc1c[nH]c2ccccc12)C(=O)O
  HKDC1 inhibitor: -2; Apaf-1 inh: 5; UBC13 polyUb: -17; Gli-Sufu block: 13; SENP8 inh: -11; 697 NFkB inh: 10; Jurkat NFkB inh: -6; SENP7 block: 7
(8) CN(C)CCN=Cc1c(O)n(Cc2ccc3c(c2)OCO3)c(=O)c2ccccc12
  HKDC1 inhibitor: -9; Apaf-1 inh: 3; UBC13 polyUb: 4; Gli-Sufu block: 4; SENP8 inh: -2; 697 NFkB inh: -3; Jurkat NFkB inh: -5; SENP7 block: 10

# The list goes on:
entry	Molecule	HKDC1 inhibitor	Apaf-1 inh	UBC13 polyUb	Gli-Sufu block	SENP8 inh	697 NFkB inh	Jurkat NFkB inh	SENP7 block
21	CCOc1ccc(CC(=O)Nc2ccc(S(=O)(=O)Nc3cc(C)on3)cc2)cc1OCC	-3	-10	-4	-27	1	7	-2	-1
22	O=C(CSc1nnc(-c2ccccc2F)n1C1CC1)NCc1ccco1	0	-7	6	-1	-1	15	-1	7
23	CCC(C)(C)NC(=O)C(c1cccnc1)N(C(=O)c1csnn1)c1ccccc1 (stereo not given)	-4	-8	-4	-6	4	-4	0	-1
24	CCc1nnc(NC(=O)C2CCCO2)s1 (stereo not given)	-4	4	-4	28	0	0	-12	7
25	CN(C)c1ccc(/C=N/N=C2/SC(CC(=O)O)C(=O)N2c2ccc(O)cc2)cc1 (stereo not given)	-8	-9	-1	-5	2	20	3	0
26	CNC(=O)C(=O)Nc1ccc2c(c1)N(S(=O)(=O)c1cccs1)CCC2	-3	1	3	-8	-1	15	14	4
27	CCOC(=O)N1CCN(CC(=O)Nc2ccc(F)c(F)c2F)CC1	-12	-3	-4	-3	2	15	12	9
28	O=C(O)c1cnn(-c2ccccc2)c1-n1cccc1	-3	-3	-4	0	11	3	4	-4
29	CCCCn1c(-c2ccc(C(C)(C)C)cc2)nc2cc3[nH]c(=O)c(C(C)C)nc3cc21	16	25	-7	15	0	-46	-13	-2
30	Cc1cccc(C(C)C)c1NC(=O)COC(=O)CN1C(=O)C2CC=CCC2C1=O (stereo not given)	-2	1	-1	-3	-6	11	9	-3

# Remaining list, next part.
entry	Molecule	HKDC1 inhibitor	Apaf-1 inh	UBC13 polyUb	Gli-Sufu block	SENP8 inh	697 NFkB inh	Jurkat NFkB inh	SENP7 block
31	COc1ccccc1Oc1nc([N+](=O)[O-])nn1CC(N)=O	4	-10	-3	2	-4	7	0	8
32	CCOc1ccccc1NC(=O)c1nc(S(=O)(=O)Cc2cccc(C)c2)ncc1Cl	12	9	-6	22	-8	-75	16	7
33	CCn1c(=O)[nH]c2cc(Cl)c(Cl)cc21	-4	-1	17	2	1	6	8	1
34	Cc1ccc(SCCC(=O)NCc2ccco2)cc1	-5	7	5	-2	-1	17	-7	4
35	CC(/C=C\C=C\c1ccccc1)=N\NC(=O)c1cncc(Br)c1	-11	-3	-17	1	7	6	-5	-4
36	COc1ccccc1NC(=O)CSc1nnc(C)n1CC1CCCO1 (stereo not given)	5	-8	3	-11	-2	16	3	9
37	Cc1ccc2c(c1)N(CC(=O)NCCCN1CCCC1)C(=O)CO2	-1	2	5	19	3	-12	-19	-6
38	Cn1c(N)c(C(=O)COC(=O)COc2ccc3ccccc3c2)c(=O)n(C)c1=O	-1	10	9	-12	2	-31	-1	-4
39	Cc1ccc(-c2nn(-c3ccccc3)cc2C(=O)O)o1	·	0	-4	·	9	6	0	0
40	CCOc1cc(N2CCOCC2)c(OCC)cc1NC(=O)c1cc(C)cc(C)c1	2	8	-12	13	-9	-2	0	-7

# Remaining list, next part
entry	Molecule	HKDC1 inhibitor	Apaf-1 inh	UBC13 polyUb	Gli-Sufu block	SENP8 inh	697 NFkB inh	Jurkat NFkB inh	SENP7 block
41	Cc1cc(N2O[C@H]3C=C[C@@H]2C3)no1	-4	6	·	-11	·	19	·	16
42	C[C@]12C=CC(=O)C=C1CCC1C3CC[C@](O)(C(=O)CO)[C@@]3(C)CC3OC312 (stereo not given in full)	-12	2	-6	5	-15	6	2	-7
43	CCN1CCN(C(c2ccccc2OC)c2nnnn2C2CCCCC2)CC1 (stereo not given)	-4	-3	1	4	-6	-5	-22	3
44	Cc1ccc(-c2nc3ccccc3nc2Cl)cc1	3	4	-10	-15	-7	-50	-24	1
45	CCCN1CCN(S(=O)(=O)c2ccc3c(c2)NC(=O)C(C)S3)CC1 (stereo not given)	5	0	2	11	-1	1	0	15
46	Cc1ccc2c(C)c(C(=O)NCCN3CCCC(O)C3)oc2c1C (stereo not given)	4	-1	3	-6	-4	-2	1	3
47	Cc1[nH]n(S(=O)(=O)c2ccccc2)c(=O)c1N=Nc1cccc(Cl)c1	3	-9	-15	-11	-4	0	10	0
48	COc1ccccc1NC1=NC(C)(C)N=C(N)N1	-2	6	6	2	-3	4	-5	-2
49	CCS(=O)(=O)N1CCC(C(=O)N2CCN(Cc3ccccc3)CC2)CC1	-6	3	-4	18	19	9	1	-5
50	COC(=O)c1ccc(S(=O)(=O)NCc2ccccc2)n1C	0	6	-4	-3	0	4	-26	5

# Additional structures follow.
entry	Molecule	HKDC1 inhibitor	Apaf-1 inh	UBC13 polyUb	Gli-Sufu block	SENP8 inh	697 NFkB inh	Jurkat NFkB inh	SENP7 block
51	O=C(N/C(=C\c1ccc(Br)cc1)C(=O)N1CCOCC1)c1ccc(Br)o1	-2	6	-6	25	7	-5	-14	-1
52	O=C(c1ccc(CS(=O)c2cccc(Cl)c2)o1)N1CCCCCC1 (stereo not given)	0	1	0	-19	7	-13	8	9
53	COc1ccc(NC(=O)CC2C(=O)NCCN2C(=O)c2ccc(N(C)C)cc2)cc1 (stereo not given)	-1	-17	-2	2	5	19	-3	-1
54	CC[C@H](C)[C@@H]1NC(=O)c2cc([N+](=O)[O-])cc(F)c2NCCCC[C@@H](C(N)=O)NC(=O)[C@H](CCCCN)NC1=O	-2	-5	78*	0	11	-65	-78	6
55	CCCNC(=O)C(Cc1ccccc1)NC(=O)c1ccc(C(C)(C)C)cc1 (stereo not given)	-5	10	-15	-9	-16	18	-6	-14
56	Cc1cccc(NS(=O)(=O)c2cc3c4c(c2)C(C)C(=O)N4CCC3)c1 (stereo not given)	-1	3	3	15	-2	6	10	-7
57	COc1ccc(CN(C)CC2CCCN(CCc3ccccc3C)C2)cc1O (stereo not given)	-2	4	5	20	-13	-13	4	11
58	COc1ccc(C)cc1S(=O)(=O)Nc1cc2c3c(c1)C(C)C(=O)N3CCC2 (stereo not given)	-2	-1	-2	2	7	-11	6	0
59	CN(C)CCCNc1ccc(-c2cc(Nc3cccc(Cl)c3)ncn2)cn1	-1	26	42	12	-8	-14	-9	-3
60	O=C(Oc1c(-c2ccccc2)c(=O)n2c3c(cccc13)CC2)c1ccc(F)cc1	7	24	8	-4	-11	-17	-13	-13
61	Brc1ccc(C=Nc2ccc3c(c2)OCCOCCOCCO3)s1	0	11	-12	-2	-19	-3	-11	-4

# Not a hit list; overall some 3.6% were active at least once.
